# Bioassay records from PubChem BioAssay.
# HGIII-sPLA2 inh = Blocks human group III sPLA2 activity; QFRET BODIPY PC-A2 liposome hydrolysis, fluorescence; hit rate 0.56% among 370,000; inhibition, % at 12.2 µM; Q9NZ20;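 active = inhibition above mean plus 3 SD of compounds lying within the high and low control bounds, cut at about 19% in these data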;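 note: 0% = median of test compound wells and 100% = no enzyme DMSO wells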
# Target sequence (Q9NZ20 whole entry, looked up): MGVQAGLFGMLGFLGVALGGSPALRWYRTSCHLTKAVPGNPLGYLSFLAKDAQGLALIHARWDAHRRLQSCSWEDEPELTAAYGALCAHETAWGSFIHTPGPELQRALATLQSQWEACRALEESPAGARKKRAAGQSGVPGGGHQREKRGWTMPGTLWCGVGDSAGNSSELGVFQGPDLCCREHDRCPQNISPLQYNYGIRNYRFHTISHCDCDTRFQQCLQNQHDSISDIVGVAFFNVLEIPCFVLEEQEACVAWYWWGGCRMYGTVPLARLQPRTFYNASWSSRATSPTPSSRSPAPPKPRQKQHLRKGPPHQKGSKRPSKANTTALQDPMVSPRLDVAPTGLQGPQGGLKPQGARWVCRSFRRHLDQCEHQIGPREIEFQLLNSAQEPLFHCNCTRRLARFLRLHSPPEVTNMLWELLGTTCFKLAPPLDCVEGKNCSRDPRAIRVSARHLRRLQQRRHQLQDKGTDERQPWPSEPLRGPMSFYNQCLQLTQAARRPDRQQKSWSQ
# DAX1 inh-1 = blocks DAX1 repression of SF-1 activated StAR promoter; inhibition, % at 6.8 µM; AID 652010; HEK293T StAR-luciferase reporter, SF-1/DAX-1 repression relief; hit rate 1.1% among 370,000;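 active = inhibition above the mean over all tested compounds plus 3 SD, cut at about 3.6% in these data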;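 note: 0% = DAX-1 cells with DMSO and 100% = cells lacking DAX-1 with DMSO; higher inhibition means more luminescence from relief of DAX-1 repression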
# GAA850 FXN act = increases GAA850 frataxin promoter reporter activity | HEK293 lucGAA850 FXN promoter luciferase reporter, 24 h; percent of 10 µM SAHA response | activation, % at 6 µM | hit rate 0.56% among 360,000;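 active = activation above the average of all compounds screened plus 3 SD, cutoff fixed separately per campaign, cut at about 7.5% in these data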;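 note: 0% = DMSO wells and 100% = 10 µM SAHA wells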
# GC-A act = GC-A (human) enzyme activation. P16066. HEK293 GC-A cells, cGMP TR-FRET, EC30 ANP; 0% at EC30 ANP, 100% saturating ANP. activation, % at 10 µM. hit rate 0.14% among 370,000; in the data active = activation above about 40%
# ADAM10 inh = inhibits human ADAM10 | O14672 | recombinant ADAM10, EDANS/DABCYL FRET peptide cleavage, 3 h | inhibition, % at 7 µM | hit rate 0.62% among 370,000;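 active = inhibition above a per-campaign cutoff equal to the mean of compounds falling between control-based bounds plus 3 SD, cut at about 20% in these data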;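 note: 0% = DMSO wells while the 100% control is not disclosed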
# Target sequence (O14672 214-748 limits assumed): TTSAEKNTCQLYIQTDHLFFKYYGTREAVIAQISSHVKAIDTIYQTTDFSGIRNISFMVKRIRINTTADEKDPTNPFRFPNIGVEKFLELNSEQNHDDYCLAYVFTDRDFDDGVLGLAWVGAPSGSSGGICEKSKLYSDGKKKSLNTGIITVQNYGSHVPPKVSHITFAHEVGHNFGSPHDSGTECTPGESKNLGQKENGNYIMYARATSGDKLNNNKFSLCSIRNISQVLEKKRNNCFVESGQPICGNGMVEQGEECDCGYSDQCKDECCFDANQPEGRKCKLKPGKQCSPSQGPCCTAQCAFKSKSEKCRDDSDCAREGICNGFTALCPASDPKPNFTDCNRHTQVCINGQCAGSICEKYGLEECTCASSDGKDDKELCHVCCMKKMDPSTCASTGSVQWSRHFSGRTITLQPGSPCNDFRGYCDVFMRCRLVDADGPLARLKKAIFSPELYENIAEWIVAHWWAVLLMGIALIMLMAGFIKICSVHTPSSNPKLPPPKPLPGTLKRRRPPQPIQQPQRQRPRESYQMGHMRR
# hcDAF12 agonist = activators of H. contortus DAF-12 nuclear receptor; HEK293 hcDAF-12 lit1-tk-luc reporter, luminescence; 0% DMSO, 100% Δ7-dafachronic acid; activation, % at 6.8 µM; hit rate 1.4% among 370,000; AID 652067;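 active = activation above the mean of all tested compounds plus 3 SD, cut at about 5.5% in these data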;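 note: 100% = response to 3 µM Δ7-dafachronic acid high control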
# hgDAF-12 ag = activates the H. glycines DAF-12 receptor ligand-binding domain | HEK293 GAL4-hgDAF12 UAS-luciferase reporter, agonist luminescence; normalized to butyrate control | activation, % at 6.8 µM | hit rate 1.8% among 370,000 | AID 687014;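 active = activation above a cutoff set at the mean of all screened compounds plus 3 SD, cut at about 10% in these data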;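 note: 0% = DMSO wells and 100% = sodium butyrate wells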
# NPR2 activator = GC-B (human) receptor activation; AID 1920062; activation, % at 10 µM; P20594; HEK293-GC-B cells, CNP EC30, cGMP TR-FRET; 0% at EC30 CNP, 100% saturating CNP; hit rate 0.11% among 370,000;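 active = activation at 10 µM reaching about 35% in either raw or pattern-adjusted values, limit read from the data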
# SMARCA2 act = SMARCA2 function activation, primary screen; MG213 cells, MMTV-luciferase reporter, dexamethasone, overnight; activation, % at 9.1 µM; hit rate 1% among 370,000; AID 652017; in the data active = activation above about 7.8%;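 note: 0% = vehicle wells and 100% = reference activator wells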
# DAX1 inh-2 = inhibitors of human orphan nuclear receptor DAX1 (NR0B1) | HEK293 Gal4-DAX1 luciferase reporter, luminescence | inhibition, % at 6.75 µM | hit rate 0.99% among 340,000 | AID 504766;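 active = inhibition above the mean over all tested compounds plus 3 SD, cut at about 4.2% in these data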;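 note: 0% = DAX1-transfected cells with DMSO and 100% = empty-vector control cells with DMSO; inhibition shows as a rise in luminescence from relieved DAX1 repression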
# ssDAF-12 act = activators of S. stercoralis DAF-12 nuclear receptor; HEK293 ssDAF-12/GRIP1 lit1-tk-luc reporter, luminescence; % of 3 µM dafachronic acid response; hit rate 1% among 370,000; activation, % at 6.8 µM;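 active = activation above the mean over all tested compounds plus 3 SD, cut at about 0.9% in these data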;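 note: 0% = DMSO-only wells and 100% = 3 µM delta7-dafachronic acid wells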
# An asterisk follows results filed as active; i = inactive; nt = not tested or not shown. Rows were taken by chance. Share with any hit: about 6.6%.
SMILES,HGIII-sPLA2 inh,DAX1 inh-1,GAA850 FXN act,GC-A act,ADAM10 inh,hcDAF12 agonist,hgDAF-12 ag,NPR2 activator,SMARCA2 act,DAX1 inh-2,ssDAF-12 act
COc1ccccc1-c1noc(COC(=O)c2ccc(Br)o2)n1,6,-1.8,-0.1,-6,-15,-0.8,0.5,-8,-3,0.2,-0.8
Cc1ccccc1Nc1nc(N)nc(CCl)n1,20*,-1.0,-7.2,5,-7,-1.6,-4.2,2,-13,-2.4,-1.9
CCCN(CCC)CCNC(=O)c1cc2c(-c3ccccc3F)nn(C)c2s1,4,0.6,0.8,-21,-144,2.2,2.2,-14,-2,2.6,0.3
O=C(Cn1nc(Cc2ccncc2)c2ccccc2c1=O)N1CCN(C(=O)c2ccco2)CC1,10,0.6,0.2,2,-3,2.7,-1.5,3,0,0.9,-0.7
CCCc1ccc(S(=O)(=O)Nc2ccc(C)c(NS(C)(=O)=O)c2)cc1,-4,0.9,0.0,0,-2,1.1,-2.3,-1,-5,nt,-1.7
CC(C)NC(=O)c1cccc2c(-c3ccc(F)c(F)c3)coc12,1,-2.5,0.9,4,0,-2.0,1.3,7,2,nt,-1.5
Cn1cccc1Cc1nnc(SCC(=O)NC2CCCCC2)n1CCc1ccccc1,-22,0.0,-3.1,-5,-21,-2.0,-2.8,-3,-1,-1.1,-0.7
CCC(C)(C)n1nnnc1C(c1ccc(C)cc1)N1CCC(C)CC1 (configuration not stated),-7,-0.8,1.9,-31,-2,-0.2,0.4,-12,-2,-0.1,-0.3
CCc1cc2c(CN3CCN(Cc4ccccc4)CC3)cc(=O)oc2cc1O,-10,-0.5,1.2,-39,i,-1.4,-2.0,-11,-4,-0.7,-1.2
Cc1cc(SC(C)C(=O)Nc2c(C)n(C)n(-c3ccccc3)c2=O)nc2ccccc12 (configuration not stated),2,0.8,-0.4,0,-6,-1.4,-0.3,10,1,-0.3,-0.9
CC(C)CC(=O)Nc1cc(NC(=O)CC(C)C)cc(C(=O)NC(C)(C)C)c1,3,-0.1,-1.7,1,9,-0.4,0.9,4,-1,1.0,-1.1
C[C@@H]1CN([C@H](C)CO)C(=O)CCCn2nncc2CO[C@H]1CN(C)S(=O)(=O)c1cccs1,-1,0.2,0.6,0,-9,0.1,0.1,4,-1,2.8,-0.3
CC(C)(C)CNc1cc(N2CCOCC2)ccc1[N+](=O)[O-],6,-0.5,4.0,4,10,-1.7,-0.5,0,4,0.5,-1.8
Cn1cccc1CC(=O)NN=Cc1cccc(F)c1,-4,-0.5,nt,-1,0,-0.5,1.2,-10,-3,nt,-1.7
CCOC(=O)CSC1=N/C(=C\c2cc(OC)c(OC)c(OC)c2)C(=O)N1C,10,0.6,-1.1,5,-6,0.5,3.8,10,1,-0.8,-1.3
CCN(CC(=O)Nc1cc(Cl)ccc1C)C(=O)Cc1sc(C)nc1-c1ccc(F)cc1,-8,-0.9,-3.0,-2,0,-1.1,-1.6,-3,-3,-0.3,-1.0
COc1ccc(NC(=O)N(C)C[C@@H]2Oc3cc(C#CCN(C)C)ccc3S(=O)(=O)N([C@H](C)CO)C[C@H]2C)cc1,8,2.6,0.8,-1,-18,-1.4,1.8,5,-3,1.3,-0.6
O=C1c2c(O)cc(O)cc2O[C@H](c2ccc(O)cc2)[C@H]1O,0,1.4,1.5,2,3,0.5,2.2,-8,-2,1.5,-1.6
Cc1ccc(C)c(-n2c(CNc3ccc(F)cc3)nnc2SCC(N)=O)c1,0,-0.4,1.3,-2,0,-0.2,-0.9,0,-2,1.1,-1.4
COc1ccc(C2C(C(C)=O)=C(C)N=c3s/c(=C\c4ccco4)c(=O)n32)c(OC)c1 (configuration not stated),-4,-0.9,-0.2,-2,2,-2.0,-1.1,-2,-1,-0.8,-1.4
O=C(NC(Nc1ccccn1)C(Cl)(Cl)Cl)c1ccccc1 (configuration not stated),-3,-1.1,-1.5,1,-6,-1.0,0.2,1,-3,-0.3,-1.7
Cc1onc(-c2ccccc2)c1C(=O)N1CCN(c2ccccn2)CC1,6,-1.0,-0.9,-3,-11,-0.6,0.5,3,-1,0.9,-1.2
CCOC(=O)Cc1csc(NC(=O)CSc2cc(Cl)ccc2Cl)n1,-3,-0.3,1.8,4,-8,0.3,0.4,4,-2,-0.2,-0.8
COc1ccc(C(=O)NCC(c2ccco2)N2CCc3ccccc32)cc1 (configuration not stated),6,-3.7,-3.7,0,4,-0.7,-1.7,-3,-2,-1.7,-0.7
COc1ccc2c(/C=N/Nc3ccc(C(=O)O)cc3)c[nH]c2c1,-11,2.1,2.5,-4,-39,10*,6.8,1,7,-0.5,0.9*
CC(=O)c1ccc(NC(=O)C(C)N(C)CC(=O)Nc2ccc(N3CCOCC3)cc2)cc1 (configuration not stated),2,-0.8,0.0,-1,-6,1.1,-2.7,-2,-6,0.2,-2.3
CN(C)/C=C1/NC(=S)NC1=O,3,-0.2,-1.5,-3,8,-1.8,-1.0,0,-2,1.2,-1.4
N#Cc1c(C(F)(F)F)cc(-c2ccc(F)cc2)nc1SCC(=O)O,-1,-0.2,0.3,1,-9,3.8,-0.8,2,-3,1.2,0.3
CC(C)(O)C#Cc1ccc(C(=O)N2CCC(C(N)=O)(N3CCCCC3)CC2)cc1,-5,0.0,0.8,3,1,2.1,1.8,0,-2,0.0,1.0*
CC(=O)Nc1ccc(SCC(=O)NC(=O)c2ccc(S(=O)(=O)N(C)C)cc2)cc1,-5,-1.4,1.7,0,-2,-0.3,-3.1,1,0,0.7,-0.4
CC1CCN(C(=O)c2ccc(-n3cnnn3)cc2)CC1,-6,-0.3,-0.2,1,7,-0.8,-0.5,-1,-1,-0.5,-1.2
CC(C)(CO)NS(=O)(=O)c1ccc2c(c1)oc(=O)c1cc(S(=O)(=O)NC(C)(C)CO)ccc12,-11,-0.3,-1.9,3,6,-1.2,-1.8,0,0,0.1,-1.6
Cc1cc(C(=O)COC(=O)CC2Sc3ccccc3NC2=O)c(C)n1-c1ccccc1 (configuration not stated),-9,-0.5,1.2,-3,28*,2.9,0.8,3,-1,-0.4,-0.8
COc1ccc(/C=N/NC(=O)c2cc(-c3ccc4c(c3)OCO4)n[nH]2)cc1OC,-4,-0.3,2.3,18,-8,0.3,0.3,11,8,1.4,-1.1
CC1(C)Cc2c(c(-c3ccco3)nc3sc4c(NCCO)ncnc4c23)CO1,-15,-1.3,3.9,11,-359,-2.2,-5.5,2,5,-2.1,-1.2
COCCOC1CCN(C(=O)c2cc(COc3ccc(F)cc3F)on2)CC1,1,0.4,-2.7,6,3,1.0,1.2,-1,0,1.5,-1.2
CN(C(=O)c1ccccc1Cl)C1CCCCC1,1,0.5,-1.8,-1,5,1.0,2.4,1,-1,1.6,-1.5
CCCOc1ccc(/C(O)=C2/C(=O)C(=O)N(c3ccccn3)C2c2ccc(OC)cc2)cc1C (configuration not stated),1,0.7,-0.5,1,2,-1.4,4.3,-1,-1,1.1,-0.8
Cn1c(NC(=O)c2ccccc2)c(-c2cccs2)c(=O)c2ccccc21,3,-0.7,-0.7,0,1,4.2,-1.2,4,-1,-0.5,-0.5
CSc1ccccc1NC(=O)CN(C)Cc1c(O)ccc2ccccc12,-26,0.4,0.2,-4,-93,6.2*,-2.6,-3,-3,2.0,-0.8
Cc1ccc(OCCCCc2c(C)n[nH]c2C)cc1,-3,-0.1,0.9,-1,9,-2.4,-4.4,-2,-4,-0.9,-1.9
CCN(CC)C(=O)C1=C(C)N(CCCOC)C(=O)C(CC(=O)NC(c2ccccc2)c2ccccc2)C1 (configuration not stated),5,0.4,1.2,3,-18,-2.9,-1.7,0,-4,-0.1,-1.0
CC1(C)Cc2c(cnn2-c2cccc(F)c2)C(NC(=O)CSc2ccncc2)C1 (configuration not stated),2,1.1,-0.3,-1,-6,-2.2,-1.8,0,-2,-0.7,-1.2
CCC(C)(C)n1nnnc1C(c1ccc(F)cc1)N1CCC(C(N)=O)CC1 (configuration not stated),0,0.6,-2.2,-2,0,-1.5,1.1,2,1,2.8,-0.5
O=C(O)c1cccc(N2C(=O)/C(=C/c3ccc([N+](=O)[O-])cc3)C=C2c2ccccc2)c1,-6,2.0,3.3,0,-5,4.2,2.9,-5,4,-4.4,-0.6

# Ordered by molecular weight (lowest first): some entries from above
SMILES,HGIII-sPLA2 inh,DAX1 inh-1,GAA850 FXN act,GC-A act,ADAM10 inh,hcDAF12 agonist,hgDAF-12 ag,NPR2 activator,SMARCA2 act,DAX1 inh-2,ssDAF-12 act
Cn1cccc1CC(=O)NN=Cc1cccc(F)c1,-4,-0.5,nt,-1,0,-0.5,1.2,-10,-3,nt,-1.7
CCc1cc2c(CN3CCN(Cc4ccccc4)CC3)cc(=O)oc2cc1O,-10,-0.5,1.2,-39,i,-1.4,-2.0,-11,-4,-0.7,-1.2
CCOC(=O)Cc1csc(NC(=O)CSc2cc(Cl)ccc2Cl)n1,-3,-0.3,1.8,4,-8,0.3,0.4,4,-2,-0.2,-0.8

# (next part)
SMILES,HGIII-sPLA2 inh,DAX1 inh-1,GAA850 FXN act,GC-A act,ADAM10 inh,hcDAF12 agonist,hgDAF-12 ag,NPR2 activator,SMARCA2 act,DAX1 inh-2,ssDAF-12 act
O=C(Nc1ccc(NC(=S)NC(=O)c2ccco2)cc1)c1ccc(Br)cc1,18,-1.4,-9.0,2,-5,-3.7,-7.4,-2,-9,-0.7,-2.0
Cc1ccc2c(c1)N(C(=O)CCC(=O)NCc1ccccn1)CC(C)O2 (configuration not stated),11,0.2,1.0,-5,-8,-0.4,-0.1,3,-3,0.6,-1.3
COc1ccc2[nH]c3c(c2c1)CCN1C(=O)C(CC(=O)NCCN2CCOCC2)C[C@H](C(=O)N2CCCCC2)[C@@]31C (some centres not stated),15,0.5,-0.8,-2,-9,0.1,-1.1,-3,-3,0.2,-0.8
CC(NC(=O)C1CCC(CNc2c(N3CCOCC3)c(=O)c2=O)CC1)c1ccccc1 (configuration not stated),1,0.6,1.5,1,-3,-0.7,-2.5,-1,2,0.2,-1.4
COc1ccc(C(=O)COC(=O)[C@H](C)NS(=O)(=O)c2ccc(NC(C)=O)cc2)cc1OC,3,0.5,-1.7,-3,-16,-0.5,2.2,1,4,1.9,-0.9
CCn1cc([N+](=O)[O-])c(C(=O)N2N=C3/C(=C/c4cccs4)CCCC3C2c2cccs2)n1 (configuration not stated),2,-0.9,-0.9,0,-5,0.5,2.7,-1,-5,1.7,-0.4
Fc1ccccc1N1CCN(C(c2ccccn2)c2nnnn2C2CCCCC2)CC1 (configuration not stated),-4,-0.2,0.1,-1,5,0.0,-1.0,-2,-2,-0.4,-1.9
CCOC(=O)C1CCN(Cc2cc(=O)oc3cc(C)c(Cl)cc23)CC1,-6,-0.4,0.7,-3,-1,0.9,-0.6,0,0,0.1,-1.1
COC(=O)C(C)N(C(=O)c1cccc(Cl)c1)c1c(C)cccc1C (configuration not stated),5,-0.6,-5.2,-29,2,-3.8,0.0,-16,-3,-1.1,-2.0
CC(C)(C)c1ccc(-c2n[nH]c(=S)n2C2CCCC2)cc1,-2,-2.3,2.2,0,10,-3.9,-5.0,1,-5,-2.8,-2.0
C/C(=C\C(=O)c1ccc(Br)cc1)NCc1ccccc1,-3,0.8,5.3,2,1,-0.3,2.4,3,3,-0.6,-1.1
